hIAP act = human IAP activators, primary screen, biochemical, luminescence, uHTS | Intestinal-type alkaline phosphatase (Homo sapiens), P09923 | purified human IAP, CDP-Star luminescence, 30 min; hits give high values; 1 = vehicle-only enzyme, 0 = enzyme-free background | activation factor at 10 µM | 0.16% of 330,000 active | AID 2524, 2010;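 active means activation factor of the enzyme at least 2-fold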; further: the source names both 10 and 20 µM as test concentration; values of inactives mirror those of a sister screen read the other way
Target sequence (P09923 whole entry, looked up): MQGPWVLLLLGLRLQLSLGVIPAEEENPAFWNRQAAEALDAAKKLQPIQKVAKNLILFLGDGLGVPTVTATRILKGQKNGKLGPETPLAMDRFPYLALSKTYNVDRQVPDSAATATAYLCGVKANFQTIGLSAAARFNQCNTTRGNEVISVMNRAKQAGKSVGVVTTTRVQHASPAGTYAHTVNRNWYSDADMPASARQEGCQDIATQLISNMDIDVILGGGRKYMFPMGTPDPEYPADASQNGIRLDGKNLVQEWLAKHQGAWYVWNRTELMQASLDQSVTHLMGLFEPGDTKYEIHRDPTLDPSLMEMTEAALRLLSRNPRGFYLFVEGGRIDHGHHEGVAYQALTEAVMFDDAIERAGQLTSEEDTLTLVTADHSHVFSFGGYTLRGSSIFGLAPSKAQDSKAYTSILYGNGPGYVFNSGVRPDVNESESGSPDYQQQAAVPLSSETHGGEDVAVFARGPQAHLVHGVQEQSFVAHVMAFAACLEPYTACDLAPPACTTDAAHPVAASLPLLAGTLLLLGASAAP
MIN6 prolif = inducers of MIN6 beta-cell proliferation, primary screen, ATP luminescence, uHTS | MIN6 cells proliferation, ATPlite luminescence, 48 h; cells starved in 0.2% serum; 100% = growth in 10% serum | proliferation, % at 10 µM | 0.29% of 330,000 active | AID 2380, 2010;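 active means compounds whose signal lies at least 3.5 SD above the mean of all wells on their plate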;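 further: 0% = DMSO-treated cells in low-serum medium and 100% = 10% serum control; some compounds called inactive have numbers as strong as hits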
GRIN3A LBD mod = binders of NR3A ligand-binding domain, primary screen, biophysical, differential scanning fluorimetry, uHTS; NR3A LBD differential scanning fluorimetry, Tm shift; 0% = protein alone, 100% = glycine-bound protein; 2.5% of 340,000 active; Tm shift relative to glycine control, % at 25 µM; Glutamate receptor ionotropic, NMDA 3A (GRIN3A) ligand-binding domain;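 active means melting temperature shift of at least 10% of the positive control shift, at one fixed dose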
A3A deaminase = APOBEC3A ssDNA deaminase inhibitors, primary screen, selectivity assay for APOBEC3G inhibitor project, biochemical, FAM/TAMRA oligo cleavage fluorescence. DNA dC->dU-editing enzyme APOBEC-3A (Homo sapiens), P31941. recombinant A3A, FAM/TAMRA ssDNA deamination fluorescence. inhibition, % at 20 µM. 0.41% of 330,000 active. AID 493011, 2011;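 active means at least 40% inhibition at 20 µM here, with at most 30% in a related deaminase screen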;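 further: plate controls were A3A with DMSO for no effect and wells lacking A3A enzyme for full effect; some results filed as inactive read as strong as hits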
Target sequence (P31941 whole entry, looked up): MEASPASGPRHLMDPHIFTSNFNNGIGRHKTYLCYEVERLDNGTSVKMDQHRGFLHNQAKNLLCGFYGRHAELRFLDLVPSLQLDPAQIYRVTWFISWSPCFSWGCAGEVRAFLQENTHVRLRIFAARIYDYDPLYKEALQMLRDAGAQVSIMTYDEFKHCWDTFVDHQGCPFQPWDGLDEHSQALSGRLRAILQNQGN
mIAP inh = inhibitors of mouse IAP, primary screen, biochemical, luminescence, uHTS | purified mouse IAP, CDP-Star luminescence, 30 min | AID 2806, 2010 | 0.2% of 330,000 active | intestinal alkaline phosphatase [Mus musculus] | inhibition, % at 10 µM;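 active means inhibition of at least 40% at 10 µM in the primary screen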;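 further: plate controls were DMSO with enzyme for no effect and no enzyme wells for full effect; values of inactives mirror those of a sister screen read the other way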
MPTP inh = mitochondrial permeability transition pore inhibitors, primary screen, biochemical, isolated mouse mitochondria, absorbance; Ca2+ swelling absorbance, 30 min; inhibition, % at 10 µM; 1.4% of 360,000 active;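 active means inhibition of 50% or more, scaled per plate between neutral and stimulator controls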;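 further: 0% = DMSO wells given calcium and 100% = 1 mM EGTA wells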
mIAP activ = activators of mouse IAP, primary screen, biochemical, luminescence, uHTS; activation factor at 10 µM; muIAP, CDP-Star luminescence, 30 min; hits give high values; 1 = vehicle-only enzyme signal, 0 = enzyme-free wells; 0.24% of 330,000 active; intestinal alkaline phosphatase [Mus musculus]; AID 2805, 2010;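 active means activation factor of at least 2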; further: the source names both 10 and 20 µM as test concentration; values of inactives mirror those of a sister screen read the other way
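Assay system: mouse IAP enzyme / Compound: DMSO-dissolved test compounds / Timing: 30 min, room temperature / Measured by: luminescence from enzymatic CDP-Star hydrolysis / Control set: DMSO-only wells, enzyme-free buffer wells as negative control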
A3G deaminase = APOBEC3G DNA deaminase inhibitors, primary screen, biochemical, fluorescence, single-stranded DNA substrate, uHTS; 0.28% of 330,000 active; recombinant A3G, ssDNA deamination FAM/TAMRA fluorescence; inhibition, % at 20 µM; DNA dC->dU-editing enzyme APOBEC-3G (Homo sapiens), Q9HC16;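 active means inhibition of at least 40% at 20 µM, with no more than 30% in the related APOBEC3A deaminase screen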;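 further: plate controls were DMSO wells with A3G for no effect and wells lacking A3G enzyme for full effect; some compounds called inactive have numbers as strong as hits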
Target sequence (Q9HC16 whole entry, looked up): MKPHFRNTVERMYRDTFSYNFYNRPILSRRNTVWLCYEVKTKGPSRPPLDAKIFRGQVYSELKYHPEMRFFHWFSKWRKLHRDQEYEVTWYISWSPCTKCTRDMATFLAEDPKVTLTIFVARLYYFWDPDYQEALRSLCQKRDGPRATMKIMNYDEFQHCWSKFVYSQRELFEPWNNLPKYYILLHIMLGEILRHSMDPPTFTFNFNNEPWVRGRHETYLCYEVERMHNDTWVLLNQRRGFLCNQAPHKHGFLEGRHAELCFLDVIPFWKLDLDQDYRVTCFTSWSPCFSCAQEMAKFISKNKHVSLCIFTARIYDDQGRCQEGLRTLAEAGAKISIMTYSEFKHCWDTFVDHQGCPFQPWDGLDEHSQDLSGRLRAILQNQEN
hIAP inh = human IAP inhibitors, primary screen, biochemical, luminescence, uHTS; Intestinal-type alkaline phosphatase (Homo sapiens), P09923; purified IAP, CDP-Star luminescence, 30 min; inhibition, % at 10 µM; 0.12% of 330,000 active; AID 2544, 2010;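 active means inhibition reaching a set limit with compound at 10 µM in the primary screen, cut at about 35% in these data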;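 further: plate controls were DMSO wells with enzyme for no effect and no-enzyme buffer wells for full effect; values of inactives mirror those of a sister screen read the other way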
The depositor's hits bear a star.

1	COc1ccc(C(=O)N2CCN(C3CCN(Cc4ccccc4)CC3)CC2)cc1OC
2	CCN(CC)S(=O)(=O)c1ccc(Cl)nc1
3	COc1cc(/C=N/NC(=O)/C(=C\c2ccc3c(c2)OCO3)NC(=O)c2ccccc2)ccc1O
4	Nn1c(Nc2ccc(Cl)cc2)nncc1=O
5	COc1ccc(-c2ccc(OC)c([C@H]3[C@@H]4C=CCC[C@@]4(C)C(=O)N3Cc3ccccc3)c2)cc1OC
6	CN1CCN(C(c2ccc(Br)cc2)c2cc(Cl)c3cccnc3c2O)CC1 (stereo unspecified)
7	Cc1cc2oc(=O)cc(CSc3nc(N)cc(N)n3)c2cc1C
8	Cc1ccc(NC(=O)c2nc[nH]c2C(=O)NCCCCCCNC(=O)c2[nH]cnc2C(=O)Nc2ccc(C)cc2)cc1
9	COc1ccc(S(=O)(=O)N2CCCCCC2)cc1C(=O)NC1(C)CCS(=O)(=O)C1 (stereo unspecified)
10	Cc1onc(COc2ccccc2O)c1Br
compound no.	1	2	3	4	5	6	7	8	9	10
hIAP act	1.1	0.98	1.1	1.2	1.1	1.2	0.99	1.2	0.96	0.99
MIN6 prolif	-4	0	0	-2	-8	-4	0	-6	-3	-1
GRIN3A LBD mod	-2	1	0	0	2	34*	-5	20*	2	1
A3A deaminase	0	2	-4	-3	-3	-1	0	-1	-1	5
mIAP inh	0	5	4	-2	-14	8	14	-3	-3	-1
MPTP inh	-0.8	-0.5	1.5	0.7	-1.0	76*	0.5	1.0	3.0	0.1
mIAP activ	1	0.95	0.96	1	1.1	0.92	0.86	1	1	1
A3G deaminase	1	-12	-6	-6	-12	-5	-1	-5	-9	-5
hIAP inh	-6	2	-7	-20	-14	-17	1	-23	4	1

2 compounds picked at random from the list so far, as already listed:
8	Cc1ccc(NC(=O)c2nc[nH]c2C(=O)NCCCCCCNC(=O)c2[nH]cnc2C(=O)Nc2ccc(C)cc2)cc1
5	COc1ccc(-c2ccc(OC)c([C@H]3[C@@H]4C=CCC[C@@]4(C)C(=O)N3Cc3ccccc3)c2)cc1OC
compound no.	8	5
hIAP act	1.2	1.1
MIN6 prolif	-6	-8
GRIN3A LBD mod	20*	2
A3A deaminase	-1	-3
mIAP inh	-3	-14
MPTP inh	1.0	-1.0
mIAP activ	1	1.1
A3G deaminase	-5	-12
hIAP inh	-23	-14

(next part)
11	CCOC(=O)c1ccc(NC(=O)CN2C(=O)NC3(CCCCCC3)C2=O)cc1
12	O=C(CCc1ccccc1)Nc1ccc(N2CCOCC2)c(Cl)c1
13	OC(CN1CCN(c2cccc(Cl)c2)CC1)c1ccc(F)cc1 (stereo unspecified)
14	CCOC(=O)c1cnn(CCOC(=O)c2ccccc2F)c1NC(=O)c1ccccc1F
15	CCCCOc1ccc(C(=O)NCC2(c3ccc(OC)cc3)CCOCC2)cc1
16	CC(C)N(CCNC(=O)c1cn(C)c2ccc(S(=O)(=O)N(C)C)cc2c1=O)Cc1ccccc1
17	CCOc1ccc(-c2nnc(-c3ccco3)o2)cc1OCC
18	Cc1ccc(NC(=O)c2ccc(CSc3ccccn3)cc2)c(O)c1
19	Cc1ccc(S(=O)(=O)NCc2ccc3[nH]c(C)cc3c2)cc1
20	COc1cc(C(CC(=O)Nc2ccc(C)cn2)N2Cc3ccccc3C2=O)cc(OC)c1OC (stereo unspecified)
compound no.	11	12	13	14	15	16	17	18	19	20
hIAP act	0.96	1.1	0.94	1.2	1.2	1	0.95	0.96	0.83	0.89
MIN6 prolif	-3	-1	-2	-1	0	-5	3	-2	6	-2
GRIN3A LBD mod	2	0	1	-1	-5	-1	1	4	-27	-3
A3A deaminase	0	-10	-4	-4	-1	-2	-1	-1	-3	4
mIAP inh	-2	-16	-2	-4	1	-6	1	-8	11	-5
MPTP inh	0.5	-5.8	1.0	-11	-18	-1.8	0.3	19	1.4	-1.4
mIAP activ	1	1.2	1	1	0.99	1.1	0.99	1.1	0.89	1
A3G deaminase	-5	-1	-5	-9	-3	-10	-8	-4	1	-2
hIAP inh	4	-6	6	-15	-16	-3	5	4	17	11

21	COc1ccc(C(C(=O)NC(C)(C)C)N(CCO)C(=O)CCC(=O)Nc2cc(C)on2)cc1 (stereo unspecified)
22	Cn1c(OCc2cccnc2)nc2c1c(=O)n(Cc1ccc(Cl)cc1)c(=O)n2C
23	CCCN(CC(=O)Nc1cc(C)on1)CC(=O)Nc1ccc(F)c(F)c1F
24	CCCCN(c1ccccc1)S(=O)(=O)c1cccc2cccnc12
25	COc1ccccc1OCC(O)CNCc1ccc2c(c1)OCO2 (stereo unspecified)
26	Fc1ccc(CN2CCN(C(=S)NCCc3ccccc3)CC2)c(Cl)c1
27	CCC(C(=O)NCCCN1CCCC1=O)n1c2ccccc2c2nc(=O)cc(C)n21 (stereo unspecified)
28	COc1cc(C(=O)OCC(=O)Nc2cc(C)on2)cc(OC)c1OC
29	CCN1C(=O)C2C(c3ccc(O)c(OC)c3)NC(C)(C(=O)OC)C2C1=O (stereo unspecified)
30	O=C(CN1CCN(c2ncccn2)CC1)Nc1ccccc1-n1cccc1
compound no.	21	22	23	24	25	26	27	28	29	30
hIAP act	1.2	0.97	1.6	0.92	1.4	1.2	1.2	1.1	0.91	1
MIN6 prolif	0	-4	-1	-1	-3	-6	-3	-3	-1	1
GRIN3A LBD mod	0	3	0	0	1	1	0	2	0	1
A3A deaminase	0	1	0	1	1	-4	1	-8	10	0
mIAP inh	-1	-2	-20	14	-5	-20	2	-4	-6	8
MPTP inh	1.9	17	1.1	1.7	0.0	0.4	-0.9	0.0	0.4	2.9
mIAP activ	1	1	1.2	0.86	1.1	1.2	0.98	1	1.1	0.92
A3G deaminase	-5	4	-7	-3	-2	-15	1	-7	-4	-4
hIAP inh	-16	2	-57	8	-35	-20	-16	-10	9	0

31	CC(CNC(=O)c1ccc(N)cc1)NC(=O)c1ccc(N)cc1 (stereo unspecified)
32	C/C(CC1(O)C(=O)N(Cc2ccccc2)c2ccccc21)=N\O (stereo unspecified)
33	CCN(CC)S(=O)(=O)c1ccc(N=Nc2c(N)[nH]c(=O)[nH]c2=O)cc1
34	O=C(C1CC(Cl)CN1S(=O)(=O)c1ccc(Cl)cc1)N1CCOCC1 (stereo unspecified)
35	Cc1cnc(C(=O)OCC(=O)c2cc(C)n(C)c2C)cn1
36	O=c1n(Cc2ccccc2)c2cc(Cl)cnc2n1Cc1ccccc1
37	CN(C(=O)COC(=O)c1sc2ccccc2c1Cl)C1CCCCC1
38	CC(=O)Nc1ccc(S(=O)(=O)NCC(CCC(=O)O)C(F)(F)F)cc1 (stereo unspecified)
39	COC(=O)c1cn(NC(=O)Cc2cccc(C(F)(F)F)c2)c(=O)c2ccccc12
40	CC(=O)c1cccc(N(C(=O)CS(=O)CC(=O)Nc2ccc(F)cc2)C(C(=O)NC2CCCCC2)c2ccc(C)o2)c1 (stereo unspecified)
compound no.	31	32	33	34	35	36	37	38	39	40
hIAP act	0.98	0.98	0.83	1.1	0.91	1.1	1.1	1.2	0.99	0.95
MIN6 prolif	-4	-1	-1	-3	-2	-1	0	-1	-2	-1
GRIN3A LBD mod	-1	4	0	-1	0	-1	0	0	2	4
A3A deaminase	-1	-6	-1	1	0	-1	-3	8	7	-2
mIAP inh	-9	-4	3	3	7	4	13	-8	2	-2
MPTP inh	-2.3	1.5	1.5	-1.6	-0.9	-1.5	-0.9	-0.4	2.5	-0.2
mIAP activ	1.1	1	0.97	0.97	0.93	0.96	0.87	1.1	0.97	1
A3G deaminase	-6	-9	-9	1	-5	-2	-5	-3	-13	-7
hIAP inh	2	2	17	-9	9	-6	-7	-15	1	5

Profiles as entered above. Values in the order: hIAP act	MIN6 prolif	GRIN3A LBD mod	A3A deaminase	mIAP inh	MPTP inh	mIAP activ	A3G deaminase	hIAP inh
O=C(C1CC(Cl)CN1S(=O)(=O)c1ccc(Cl)cc1)N1CCOCC1 (stereo unspecified) is listed as 1.1	-3	-1	1	3	-1.6	0.97	1	-9
CC(CNC(=O)c1ccc(N)cc1)NC(=O)c1ccc(N)cc1 (stereo unspecified) is listed as 0.98	-4	-1	-1	-9	-2.3	1.1	-6	2

Continuation:
41	CCOc1cc(C(=O)Nc2cc(C)ccn2)cc(OCC)c1OCC
42	COc1ccc(C(=O)/C=C/c2cc(C(=O)O)cc3c2OCOC3)c(O)c1
43	CCOC(=O)N1CCN(c2c(NCCCN3CCCCCC3)c(=O)c2=O)CC1
44	CC(OC(=O)CCN1C(=O)C2CC=CCC2C1=O)C(=O)Nc1cccc(Cl)c1 (stereo unspecified)
45	CCOc1ncccc1C(=O)Nc1cc(S(=O)(=O)N2CCCCC2)ccc1C
46	O=C(N/N=C/c1ccc2c(c1)OCO2)c1ccc2c(c1)OCCO2
47	CN(C)C(=O)c1ccc(NC(=O)c2cccnc2)cc1
48	COC(=O)c1cc(S(=O)(=O)N2CCN(c3ccc([N+](=O)[O-])cc3)CC2)c[nH]1
49	O=C(N/N=C/c1cc(Br)cc(Br)c1O)c1cccc(S(=O)(=O)N2CCOCC2)c1
50	Cc1ccc(C)c(/C(O)=C2/C(=O)C(=O)N(CCN3CCOCC3)C2c2ccco2)c1 (stereo unspecified)
compound no.	41	42	43	44	45	46	47	48	49	50
hIAP act	1.2	0.95	1	0.94	0.95	1.1	0.86	1.1	1.5	1.1
MIN6 prolif	3	-3	-5	-4	3	-4	-3	-2	-5	-1
GRIN3A LBD mod	-1	-6	2	-2	-2	3	-1	207*	-1	0
A3A deaminase	-2	9	-2	-4	-1	6	2	-4	-1	31
mIAP inh	-2	10	2	0	0	0	4	5	41*	6
MPTP inh	-1.2	0.3	-1.8	-2.4	1.5	-0.6	-1.1	0.0	69*	-1.9
mIAP activ	1	0.91	0.98	1	1	1	0.96	0.95	0.59	0.94
A3G deaminase	-4	-2	-4	-11	-7	-10	-2	-5	-11	16
hIAP inh	-17	5	0	6	5	-5	14	-7	-47	-9

51	Nc1c(Cl)ncnc1NCC(O)CO (stereo unspecified)
52	COC(=O)C(Cc1c[nH]c2ccccc12)NC(=O)c1ccc2nc[nH]c2c1 (stereo unspecified)
53	O=C(Cc1ccccc1)Nc1ccccc1C(=O)NCC1CCCO1 (stereo unspecified)
54	N#CCCN1CCN(S(=O)(=O)c2ccc(S(=O)(=O)NC3CCCC3)cc2)CC1
55	O=C(O)c1cc(-c2ccc(Cl)s2)[nH]n1
compound no.	51	52	53	54	55
hIAP act	1.1	1.1	1.1	1.2	1
MIN6 prolif	-1	3	0	-4	-2
GRIN3A LBD mod	1	2	0	-1	-3
A3A deaminase	4	1	-3	2	-1
mIAP inh	-10	8	2	-12	-8
MPTP inh	1.8	2.7	0.2	-3.3	1.1
mIAP activ	1.1	0.92	0.98	1.1	1.1
A3G deaminase	5	0	-8	-1	-8
hIAP inh	-8	-14	-14	-17	0

Screens: PubChem BioAssay, Sanford-Burnham Center for Chemical Genomics
